Compound activity: PubChem BioAssay, National Center for Advancing Translational Sciences (NCATS)
KCNH2 WT inh: KCNH2 (human, wildtype) channel inhibition. Q12809. U2OS, BacMam KCNH2, thallium flux FluxOr; hits give low values. activity change, % at 1.84 µM. 340,000 compounds, 0.37% hits;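 active means maximum activity change below -70%; inconclusive means maximum activity change between -70% and -50%; inactive means maximum activity change above -50%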; further: on the % scale 0 is the no-effect control and ±100 the full control effect
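U2OS cells were transduced with wild-type KCNH2 virus (2.03 x 10^8 / mL) for 4 h at room temperature, then cultured overnight at 37 C. Thallium flux was read with FluxOr dye. Rate constants were normalized to DMSO controls.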
CXXC DNA block: blocks binding of human MLL CXXC domain to DNA; MLL-CXXC / FITC-HOXA9 DNA fluorescence polarization; Potency, µM (highest dose often 115 µM), inactives show at the top dose activity change, negative = inhibition, usual class: inhibitors; 290,000 compounds, 0.037% hits; active means well fitted inhibition curve with a large enough effect in the polarisation, with a control signal flat, not every such curve was filed as active; inconclusive means small, poorly fitted or top-dose-only effect, or effect the other way, or a change in a side signal; inactive means no such curve, though single readings can be large or run the other way; the % refers to the polarisation; further: potency means the concentration at half of the fitted maximal effect
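Purified MLL-CXXC (added from a 7 uM solution) was preincubated 5 min at ambient with pinned compounds in 50 mM Tris-HCl pH 7.5, 50 mM NaCl, 1 mM DTT, 0.05% BSA. Fluorescein-labeled HOX-A9 DNA (50 nM solution) followed, 30 min, then polarization read.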
TCR activator: activators of T cell receptors; primary human leukocytes, anti-CD3, IL-2 HTRF, 48 h; 330,000 tested, under 10 active; Potency, µM (titrated, usually from 9.22 µM), for inactives: top-dose activation of IL-2 secretion, most hits filed as activators; further: % of control where 0% means no effect
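1) Mix primary human leukocytes, a-CD3 beads and compound. 2) Incubate 48 hr. 3) Add HTRF IL-2 reagents (a-IL-2-K, a-IL-2-d2).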
AT treatment: candidate therapy for ataxia-telangiectasia | […] A-T fibroblasts, KAP-1 phosphorylation AlphaLISA; neocarzinostatin DNA damage 30 min before lysis | 320,000 compounds, 0.19% hits | Potency, µM (titrated, usually from 57.5 µM), inactives show top-dose activation, hits mostly activators | AID 485349; further: potency means the concentration at half of the fitted maximal effect; % of control where 0% means no effect; nearly all actives have a fitted effect of over 45% in size
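hTERT-immortalized A-T patient fibroblasts ([…]), 500 cells/well in OPTI-MEM, 1% FBS, got compounds for 60 min, then NCS for 30 min at 37C. Lysates were then assayed for phospho-KAP-1 by AlphaLISA (anti-pKAP1 donor, anti-KAP1 acceptor beads), 6 hr at 25C.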
Giardia killer: kills Giardia lamblia; Giardia lamblia trophozoite viability; activity change, % at 7.66 µM, hits read low; 340,000 compounds, 0.15% hits; AID 540267; in the data active means activity change below about -80%; inconclusive means between about -30% and that limit;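 further: parasites exposed to compound for two days anaerobically before the ATP read; on the % scale 0 is the no-effect control and ±100 the full control effect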
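Trophozoites 100 cells/well + cpd; 48 hrs, 37 deg C, anaerobic. ATPLite 1-Step added, 15-30 min RT, luminescence read (ATP-based viability).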
BCR signal inh: blocks chronic active B-cell receptor signaling; ABC-DLBCL IkBa-CBG/CBR reporter, luminescence ratio, 4 h; 340,000 compounds, 0.05% hits; Potency, µM (titrated, usually from 46.1 µM), inactives show at the highest dose ratio change, negative = lower green/red ratio, usual class: inhibitors; active means well fitted inhibition curve with a large enough effect in the signal ratio, with a control signal flat, not every such curve was filed as active; inconclusive means small, poorly fitted or top-dose-only effect, or effect the other way, or a change in a side signal; the % refers to the signal ratio;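 further: potency means the concentration at half of the fitted maximal effect; plate controls were basal doxycycline-induced cells for no effect and cells given 10 µM MG132 for full effect; MG132 reads +100%, hits lower the ratio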
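Compounds up to 46 uM were incubated four hours with TMD8 cells whose green CBG68 luciferase is fused to IkappaBalpha; red CBR luminescence normalised the signal, and concentration-effect curves were fitted to fusion, red and ratio data.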
TSHR antagonist: antagonists of human thyroid stimulating hormone receptor; AID 504810; 330,000 compounds, 0.2% hits; TSHR-expressing cells, TSH-stimulated cAMP HTRF, 2 h; hits give low values; activity change, negative = inhibition, % at 11.5 µM; P16473;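 active means activity change below a set negative limit, meaning inhibition stronger than a set level, cut at about -70% in these data; inconclusive means activity change between two set negative limits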; further: on the % scale 0 is the no-effect control and ±100 the full control effect
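Read-out is FRET at 665 nm (cryptate excitation 337 nm) from a cryptate-tagged anti-cAMP antibody, competed by cell cAMP against cAMP-d2. Compounds are tested on freshly harvested TSHR cells challenged with 4nM TSH (EC80) for 2 hours at 37 deg C.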
Coupling enz: inhibits coupling enzyme system, counter-screen for aldolase hits; coupling enzyme system counterscreen, AmpLite Red fluorescence; activity change, negative = inhibition, % at 58.2 µM, hits read low; 290,000 compounds, 0.67% hits; AID 2472; in the data active means activity change below about -30%; further: on the % scale 0 is the no-effect control and ±100 the full control effect
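First, compound is pin-transferred into glyceraldehyde-3-phosphate coupling-enzyme reagent at 57.5 uM final and held 10 min at RT. Next, substrate, coupling system and AmpLite Red are added. After 20 min RT, fluorescence (525/598 nm) is read.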
GALK inh: inhibitors of human galactokinase. Purified GALK, Kinase-Glo residual ATP luminescence. 270,000 compounds, 0.007% hits. Potency, µM (series often up to 57.5 µM), for the others: at the top dose activity change, negative = inhibition, actives largely listed as inhibitors. P51570; further: potency means the concentration at half of the fitted maximal effect; on the % scale 0 is the no-effect control and ±100 the full control effect
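GALK at 5 nM final was combined with compound, 35 uM ATP and 100 uM galactose in HEPES pH8.0 with MgCl2 and DTT. The reaction ran one hour at room temperature before luminescent ATP detection.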
Tb PFK inh: blocks T. brucei phosphofructokinase; Potency, µM (highest dose often 57.5 µM), for inactives: at the top dose activity, negative = inhibition, hits mostly inhibitors; T. brucei PFK, ADP-Glo luminescence; 330,000 compounds, 0.17% hits; O15648;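 further: potency means the concentration at half of the fitted maximal effect; 0% = uninhibited 1x PFK enzyme wells and -100% = no-enzyme wells; nearly all actives have a fitted effect of over 60% in size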
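Activity is normalized to no-enzyme wells (full inhibition) and 1.25 nM enzyme wells (no inhibition). Reaction: 0.5 mM F6P, 0.1 mM ATP, 45 min RT, ADP-Glo luminescence; concentration-response curves fitted and classed by quality.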
* = called active by the depositor; ? = inconclusive; / = not tested or not shown; [ ] = remark or other dose. Unless noted, the call rests on the fitted dose curve; in most records, active means well fitted curve in the direction sought with a large enough effect; inconclusive means small, poorly fitted or top-dose-only effect, or another doubt; inactive means no such curve, though single readings can be large; an effect the other way counts as inactive or inconclusive.

SMILES	KCNH2 WT inh	CXXC DNA block	TCR activator	AT treatment	Giardia killer	BCR signal inh	TSHR antagonist	Coupling enz	GALK inh	Tb PFK inh
COC(=O)c1sc(N2C(=O)C(=O)/C(=C(/O)c3ccc(C)cc3)C2c2ccco2)nc1C (configuration not stated)	4	0%	10%	-8%	-14	-4%	-11	3	7%	1%
COC(=O)c1cc(C#N)c(Oc2cccc(C)c2C)nc1C	-4	1%	-5%	0%	0	-3%	-3	1	0%	-1%
CCC(C)(C(=O)NC1CCCCC1)N(C(=O)CC1NC(=O)NC1=O)c1c(C)n(C)n(-c2ccccc2)c1=O (configuration not stated)	-2	5%	/	2%	-8	11%	9	0	-2%	1%
Cc1cc(C(C)(C)C)oc1C(=O)N(CC(=O)NC1CCCC1)Cc1ccc(Cl)cc1	7	-3%	1%	7%	16	2%	0	3	-4%	2%
CC(=O)Nc1ccc(NC(=O)C(=O)NCC(c2ccco2)N2CCc3ccccc32)cc1 (configuration not stated)	-2	/	3%	1%	-12	4%	-12	/	/	3%
COc1cc([N+](=O)[O-])ccc1NC(=O)CN1CCOCC1	-10	18%	2%	2%	7	1%	4	-1	0%	4%
CC(C(=O)NCc1ccccc1)N1C(=O)c2ccccc2C1=O (configuration not stated)	-10	0%	/	-3%	1	0%	3	3	3%	-1%
CCOC(=O)C1=C(COC(=O)[C@H](C)NS(=O)(=O)c2ccccc2F)NC(=O)NC1C (some centres not stated)	14	/	5%	4%	-16	7%	-2	/	/	-1%
CN(C)c1ccc2c(c1)Sc1cc(N(C)C)ccc1N2C(=O)c1ccccc1	4	-6%	10%	1%	-21	?	-4	-1	1%	0%
Cc1[nH]c(-c2ccc(F)cc2)cc1C(=O)N1CCN(c2ccccc2F)CC1	6	0%	0%	13%	21	-6%	13	-5	2%	-4%
CCOc1ccc(OCCC(=O)OC(C)C(=O)Nc2ccc(Cl)cn2)cc1 (configuration not stated)	12	/	0%	2%	-20	6%	-6	/	/	-2%
COc1ccc(CCNC(=O)c2cc3c(=O)n4ccccc4nc3n(CCCN3CCOCC3)c2=N)cc1	2	16%	-4%	-1%	-11	19%	7	4	5%	1%
Cc1ccc(S(=O)(=O)N2CCCN(C(=O)CNC(=O)c3ccccc3)CC2)cc1	-9	/	4%	-5%	-12	7%	12	/	/	4%
Cc1cc(Br)ccc1NC(=O)CNC(=O)c1ccc(-n2cncn2)c([N+](=O)[O-])c1	-6	/	1%	-2%	-1	3%	-8	/	/	-8%
N#Cc1ccc(CSc2nnc(-c3c[nH]c4ccccc34)n2-c2ccccc2)cc1	4	7%	-16%	7%	2	0%	-19	1	0%	14%
O=C(C[C@@H]1C/C=C\C[C@@H](Cc2ccc(F)cc2)C(=O)OC[C@@H](Cc2ccccc2)NC1=O)N[C@H](CO)Cc1ccccc1	/	/	-4%	3%	-8	1%	3	/	/	0%
CCOc1ccc(NS(=O)(=O)c2cc(C(=O)NCCCN3CCOCC3)ccc2C)cc1	2	/	/	-4%	3	3%	13	/	/	-1%
Cc1cc2cc(CNC(=O)Nc3cccc(Cl)c3)ccc2n1C	-2	-11%	5%	11%	6	?	-4	-4	1%	4%
Cc1c(Br)c([N+](=O)[O-])nn1C(C)C(=O)N1CCCc2ccccc21 (configuration not stated)	-2	-17%	-1%	6%	-18	-4%	-2	-2	-1%	-4%
CSc1ccc(CN2C(=O)NC3(CCCCC3)C2=O)cc1	1	-2%	3%	0%	-1	3%	-5	3	-2%	-5%

Reprinted from the entries so far for reference:
SMILES	KCNH2 WT inh	CXXC DNA block	TCR activator	AT treatment	Giardia killer	BCR signal inh	TSHR antagonist	Coupling enz	GALK inh	Tb PFK inh
CCOc1ccc(OCCC(=O)OC(C)C(=O)Nc2ccc(Cl)cn2)cc1 (configuration not stated)	12	/	0%	2%	-20	6%	-6	/	/	-2%
COc1ccc(CCNC(=O)c2cc3c(=O)n4ccccc4nc3n(CCCN3CCOCC3)c2=N)cc1	2	16%	-4%	-1%	-11	19%	7	4	5%	1%
Cc1ccc(S(=O)(=O)N2CCCN(C(=O)CNC(=O)c3ccccc3)CC2)cc1	-9	/	4%	-5%	-12	7%	12	/	/	4%
Cc1cc(Br)ccc1NC(=O)CNC(=O)c1ccc(-n2cncn2)c([N+](=O)[O-])c1	-6	/	1%	-2%	-1	3%	-8	/	/	-8%

(more compounds)
SMILES	KCNH2 WT inh	CXXC DNA block	TCR activator	AT treatment	Giardia killer	BCR signal inh	TSHR antagonist	Coupling enz	GALK inh	Tb PFK inh
O=C1NC(=O)c2c(NC(=O)C3CCCO3)cccc21 (configuration not stated)	-2	-4%	1%	/	9	/	/	2	4%	/
Cc1onc(-c2ccccc2Cl)c1-c1nc(-c2ccncc2)no1	2	-8%	0%	7%	-16	6%	-11	5	0%	-1%
CCOC(=O)N1CCC(N2CCCC(CO)(Cc3cccc(OC)c3)C2)CC1 (configuration not stated)	/	25%	1%	9%	?	-2%	-9	-1	3%	-3%
Cn1c(=O)c2c(ncn2CC(=O)OCC(=O)NCCc2ccccc2)n(C)c1=O	-2	/	-2%	0%	-21	0%	-6	/	/	1%
Cc1ccc(S(=O)(=O)N2CCOCC2)cc1C(=O)Nc1ccccc1N1CCOCC1	-4	/	-2%	7%	-7	0%	14	/	/	2%
CCn1c(SCC(=O)N2CCCCC2)nc(O)cc1=O	5	0%	0%	0%	4	-5%	-8	9	/	-4%
COC(=O)c1cc(-c2ccccc2)n[nH]1	27	6%	-30%	0%	1	-2%	3	0	-3%	-8%
NC(=O)C(c1ccc(Cl)cc1)c1ncc(C(F)(F)F)cc1Cl (configuration not stated)	-6	6%	-5%	5%	2	?	5	-4	-4%	0%
CCOc1ccc(NC(=O)c2ccc(NC(=O)c3cn4c5c(c(N6CCN(C)CC6)c(F)cc5c3=O)OCC4C)cc2)cc1 (configuration not stated)	2	4%	3%[46.1 µM]	-1%	3	1%	-4	-3	/	-3%
Cc1cnc(C(=O)Oc2ccc(-c3ccccc3)cc2)cn1	0	12%	3%	17%	-9	0%	-26	-1	-2%	-19%
Cc1c(Cl)cccc1NC(=O)CN1CCN(CCN=CC2=C(O)CC(c3ccccc3)CC2=O)CC1 (configuration not stated)	7	9%	4%	5%	-4	?	12	3	0%	5%

Compound profiles, from the list above.
`COC(=O)c1cc(-c2ccccc2)n[nH]1` across the screens: KCNH2 WT inh: 27; CXXC DNA block: 6%; TCR activator: -30%; AT treatment: 0%; Giardia killer: 1; BCR signal inh: -2%; TSHR antagonist: 3; Coupling enz: 0; GALK inh: -3%; Tb PFK inh: -8%
`CCOC(=O)N1CCC(N2CCCC(CO)(Cc3cccc(OC)c3)C2)CC1` (configuration not stated) across the screens: KCNH2 WT inh: /; CXXC DNA block: 25%; TCR activator: 1%; AT treatment: 9%; Giardia killer: ?; BCR signal inh: -2%; TSHR antagonist: -9; Coupling enz: -1; GALK inh: 3%; Tb PFK inh: -3%

An excerpt from above in order of the GALK inh value, largest number first.
| structure | GALK inh |
| --- | --- |
| Cc1[nH]c(-c2ccc(F)cc2)cc1C(=O)N1CCN(c2ccccc2F)CC1 | 2% |
| Cc1onc(-c2ccccc2Cl)c1-c1nc(-c2ccncc2)no1 | 0% |
| Cc1c(Br)c([N+](=O)[O-])nn1C(C)C(=O)N1CCCc2ccccc21 (configuration not stated) | -1% |
